Source: PubChem BioAssay (several laboratories)
CendR NRP1 mod: NRP-1/CendR interaction modulation; AID 602438; actives 0.85% (n = 360,000); inhibition, % at 25 µM; FAM-RPARPAR peptide binding to NRP-1, fluorescence polarization;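 active = inhibition or corrected inhibition above about 18%, plus a signal ratio from 0.5 to 1.5, limit read from the data, passing the limit was not always enough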; also: strong numbers were not always called active
Neddyl block: inhibitors of human cullin neddylation; calls only at 25 µM; actives 0.58% (n = 360,000); P61081+Q13564; TR-FRET cullin neddylation, biochemical; in the data active = inhibition above about 36%
Rin1 Abl inh: human Rin1-Abl interaction inhibition. TR-FRET Rin1/Abl binding, biochemical. inhibition, % at 7.35 µM. actives 0.4% (n = 360,000). AID 588664; in the data active = inhibition above about 5%, passing the limit was not always enough
MLLE-PAM2 inh: blocks PAM2 peptide binding to the PABP1 MLLE domain. GST-MLLE / FITC-PAM2 fluorescence polarization. inhibition, % at 20 µM. actives 0.36% (n = 360,000). P11940; in the data active = inhibition above about 35%, passing the limit was not always enough;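 also: plate controls were DMSO wells with GST-MLLE for no effect and wells lacking GST-MLLE protein for full effect; some results filed as inactive read as strong as hits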
bovine MsrA act: activates bovine MsrA enzyme | purified bovine MsrA, absorbance read-out | activation, % at 10.6 µM | actives 0.3% (n = 360,000) | AID 602163; in the data active = activation above about 7.5%;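 also: 0% = vehicle and 100% = reference activator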
E coli Lon inh: inhibits E. coli Lon protease; AID 602123; inhibition, % at 7.94 µM; P0A9M0; actives 0.42% (n = 360,000); purified E. coli Lon protease, fluorescence polarization; in the data active = inhibition above about 13%, passing the limit was not always enough;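 also: 0% = enzyme with probe and DMSO and 100% = no enzyme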
SKN-1 inh: C. elegans SKN-1 inhibition. C. elegans VP596 Pgst-4::GFP/RFP ratio, acrylamide-induced, 24 h. AID 624304. inhibition, % at 21.8 µM. actives 0.49% (n = 360,000);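 active = interference check ratio from 0.5 to 1.5 plus GFP to RFP signal ratio inhibition reaching or exceeding a fixed threshold, cut at about 30% in these data, passing the limit was not always enough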; also: some compounds called inactive have numbers as strong as hits
FAS TE block: inhibitors of human fatty acid synthase thioesterase domain. P49327. recombinant FAS-TE, OMFH fluorogenic substrate, fluorescence endpoint. inhibition, % at 15 µM. actives 0.67% (n = 360,000). AID 602261;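 active = compounds whose normalised, plate-corrected inhibition of enzyme fluorescence in the single-dose primary screen is 50% or more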;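 also: 0% = DMSO with enzyme and 100% = substrate without enzyme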
MT1-MMP act inh: MT1-MMP (human) activation inhibition. actives 0.061% (n = 360,000). HT1080 RFP-PRO-GFP cells, GFP/RFP ratio fluorescence, overnight; percent of plate control window, DMSO zero. GFP/RFP ratio change, % at 20 µM. P50281. AID 651647;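 active = GFP/RFP ratio change of at least 30% with cell ATP level not reduced by more than half and red fluorescence within 50% of control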; also: strong numbers were not always called active
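system = RFP-PRO-GFP reporter HT1080 cells | dosing = 20 µM single dose, 1% DMSO | timing = overnight cell settling, then overnight compound exposure, 37 °C, 5% CO2 | read-out basis = GFP/RFP fluorescence ratio | controls = DMSO and RFP-L50D-GFP cell wells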
An asterisk follows results filed as active.

What do the screens show for `O=C(O)c1ccccc1SCc1csc(-c2ccccc2)n1`?
CendR NRP1 mod: 4.3; Neddyl block: inactive; Rin1 Abl inh: 2.3; MLLE-PAM2 inh: 13.5; bovine MsrA act: -2.7; E coli Lon inh: -5.5; SKN-1 inh: 11.6; FAS TE block: -8.4; MT1-MMP act inh: -0.1

How did CC(C)c1ccc(NC2CCCN(C(=O)CN3CCOC3=O)C2)cc1 (centres undefined) do in these assays?
CendR NRP1 mod: -7.5; Neddyl block: inactive; Rin1 Abl inh: -1.0; MLLE-PAM2 inh: 6.2; bovine MsrA act: -4.0; E coli Lon inh: -11.5; SKN-1 inh: 0.6; FAS TE block: -4.8; MT1-MMP act inh: 0.7

What do the screens show for `CCOc1ccc(CCNC(=O)Cn2cccc2C(=O)c2ccccc2C)cc1OCC`?
CendR NRP1 mod: 1.9; Neddyl block: inactive; Rin1 Abl inh: -0.1; MLLE-PAM2 inh: -12.1; bovine MsrA act: -3.2; E coli Lon inh: 3.4; SKN-1 inh: 10.3; FAS TE block: 2.7; MT1-MMP act inh: -2.3

How did COc1ccc(NC(=O)N(Cc2cc3ccc(OC)cc3[nH]c2=O)CC2CCCO2)cc1 (centres undefined) do in these assays?
CendR NRP1 mod: -11.4; Neddyl block: inactive; Rin1 Abl inh: -0.1; MLLE-PAM2 inh: -4.2; bovine MsrA act: -9.6; E coli Lon inh: 0.0; SKN-1 inh: 0.0; FAS TE block: -4.3; MT1-MMP act inh: -3.2

How did Cc1ccc2c(c1)NC(=O)c1cccnc1N2 do in these assays?
CendR NRP1 mod: 6.1; Neddyl block: inactive; Rin1 Abl inh: -0.1; MLLE-PAM2 inh: -8.9; bovine MsrA act: 0.6; E coli Lon inh: 8.0; SKN-1 inh: 8.3; FAS TE block: -3.6; MT1-MMP act inh: -4.0

What do the screens show for `CCN(CC)C(c1ccc(F)cc1)c1nnnn1CC1CCCO1` (centres undefined)?
CendR NRP1 mod: 14.3; Neddyl block: inactive; Rin1 Abl inh: 1.9; MLLE-PAM2 inh: -4.6; bovine MsrA act: -3.0; E coli Lon inh: -0.5; SKN-1 inh: -6.5; FAS TE block: -5.9; MT1-MMP act inh: 7.8

How did Cc1nnc(SCCCCSc2nnc(C)c(=O)[nH]2)[nH]c1=O do in these assays?
CendR NRP1 mod: 6.4; Neddyl block: inactive; Rin1 Abl inh: -3.3; MLLE-PAM2 inh: 5.5; bovine MsrA act: -9.6; E coli Lon inh: -7.4; SKN-1 inh: -12.3; FAS TE block: -5.1; MT1-MMP act inh: 1.6

Results for CC(C)CCNC(=O)C(c1ccco1)N(C(=O)Cn1nnc2ccccc21)c1ccc2c(c1)OCO2 (centres undefined) ?
CendR NRP1 mod: 15.8; Neddyl block: inactive; Rin1 Abl inh: 0.2; MLLE-PAM2 inh: -10.2; bovine MsrA act: -3.1; E coli Lon inh: -2.2; SKN-1 inh: 6.3; FAS TE block: 8.7; MT1-MMP act inh: 4.6

Results for c1ccc(-c2cnc(-c3cccnc3)o2)cc1 ?
CendR NRP1 mod: 6.9; Rin1 Abl inh: 0.3; MLLE-PAM2 inh: 9.5; bovine MsrA act: -3.5; E coli Lon inh: -5.8; SKN-1 inh: 9.5; FAS TE block: -2.7; MT1-MMP act inh: 3.9

How did O=C(c1cccc(-n2cccc2)c1)N1CCN(S(=O)(=O)c2ccccc2Br)CC1 do in these assays?
CendR NRP1 mod: -9.7; Neddyl block: inactive; Rin1 Abl inh: -2.7; MLLE-PAM2 inh: -5.7; bovine MsrA act: -1.4; E coli Lon inh: 0.9; SKN-1 inh: 11.3; FAS TE block: 24.7; MT1-MMP act inh: 2.6

What do the screens show for `COc1ccc(-c2cc(=O)c3ccccc3o2)cc1`?
CendR NRP1 mod: 5.4; Rin1 Abl inh: -4.2; MLLE-PAM2 inh: -7.6; bovine MsrA act: -3.8; E coli Lon inh: -2.5; SKN-1 inh: 7.8; FAS TE block: -2.2; MT1-MMP act inh: 0.9

How did CCOCCCNC(=S)N1CCN(c2nc(-c3ccccc3)cs2)CC1 do in these assays?
CendR NRP1 mod: 10.9; Neddyl block: inactive; Rin1 Abl inh: -0.6; MLLE-PAM2 inh: -133.2; bovine MsrA act: -3.9; E coli Lon inh: 11.0; SKN-1 inh: -2.2; FAS TE block: 30.9; MT1-MMP act inh: 4.2

What do the screens show for `Cc1ccnn1CC(=O)N/N=C/c1ccc2c(c1)OCO2`?
CendR NRP1 mod: -6.8; Neddyl block: inactive; Rin1 Abl inh: -2.8; MLLE-PAM2 inh: -15.7; bovine MsrA act: -4.3; E coli Lon inh: -1.8; SKN-1 inh: 1.2; FAS TE block: -4.3; MT1-MMP act inh: -1.1

Results for Cn1c(=O)c2cc(NC(=S)NCc3ccccc3F)ccc2n1Cc1ccccc1 ?
CendR NRP1 mod: -4.2; Rin1 Abl inh: -3.4; MLLE-PAM2 inh: -28.3; bovine MsrA act: -5.2; E coli Lon inh: 9.0; SKN-1 inh: 16.0; FAS TE block: 4.3; MT1-MMP act inh: 6.6

How did Cc1cc(C)n2nc(SCC3COc4ccccc4O3)nc2n1 (centres undefined) do in these assays?
CendR NRP1 mod: -17.9; Neddyl block: inactive; Rin1 Abl inh: -0.3; MLLE-PAM2 inh: 6.9; bovine MsrA act: 1.6; E coli Lon inh: 1.1; SKN-1 inh: 15.4; FAS TE block: 0.4; MT1-MMP act inh: 2.1

How did O=C(Nc1ccccc1)c1ccccc1NC(=O)c1ccccc1C(=O)O do in these assays?
CendR NRP1 mod: 0.2; Neddyl block: inactive; Rin1 Abl inh: 1.0; MLLE-PAM2 inh: 7.1; bovine MsrA act: -3.4; E coli Lon inh: -1.4; SKN-1 inh: 2.3; FAS TE block: -4.0; MT1-MMP act inh: -0.5

How did CCCCCCC(C)OC(=O)Nc1cccc2ccccc12 (centres undefined) do in these assays?
CendR NRP1 mod: 4.2; Neddyl block: inactive; Rin1 Abl inh: 1.1; MLLE-PAM2 inh: 1.5; bovine MsrA act: -1.1; E coli Lon inh: 0.7; SKN-1 inh: 30.4; FAS TE block: 22.9; MT1-MMP act inh: -1.3

Results for COc1ccc(OC)c(CN2C(=O)c3ccccc3C2c2nnnn2Cc2ccccc2)c1 (centres undefined) ?
CendR NRP1 mod: 5.1; Neddyl block: inactive; bovine MsrA act: -2.1; E coli Lon inh: -7.4; SKN-1 inh: 6.1; FAS TE block: -0.9; MT1-MMP act inh: -0.1

Results for O=C(c1cc([N+](=O)[O-])ccc1Cl)N1CCN(Cc2ccccc2)CC1 ?
CendR NRP1 mod: -12.2; Neddyl block: inactive; Rin1 Abl inh: 1.1; MLLE-PAM2 inh: 4.7; bovine MsrA act: -2.1; E coli Lon inh: -0.2; SKN-1 inh: 1.9; FAS TE block: 10.2; MT1-MMP act inh: 1.7

How did O=C(CCC(C(=O)O)N1C(=O)c2ccccc2C1=O)Nc1ccccc1 (centres undefined) do in these assays?
CendR NRP1 mod: -5.6; Neddyl block: inactive; Rin1 Abl inh: 2.8; MLLE-PAM2 inh: -14.0; bovine MsrA act: -10.6; E coli Lon inh: -5.6; SKN-1 inh: -0.1; FAS TE block: -2.5; MT1-MMP act inh: -4.3

What do the screens show for `CCCn1c(SCC(=O)NC2CC2)nnc1-c1cccs1`?
CendR NRP1 mod: 13.9; Neddyl block: inactive; Rin1 Abl inh: 0.2; MLLE-PAM2 inh: -10.5; bovine MsrA act: -4.0; E coli Lon inh: -1.3; SKN-1 inh: 5.8; FAS TE block: -3.2; MT1-MMP act inh: -2.5

What do the screens show for `CCC/C(=C1/c2ccccc2C(=O)N1c1ccccc1)c1cnc(OC)nc1`?
CendR NRP1 mod: 3.0; Neddyl block: inactive; Rin1 Abl inh: -1.7; MLLE-PAM2 inh: 3.7; bovine MsrA act: -3.8; E coli Lon inh: -2.7; SKN-1 inh: 3.4; FAS TE block: 23.3; MT1-MMP act inh: -1.5

What do the screens show for `O=C(NCCc1ccccn1)C1CCN(S(=O)(=O)c2ccc(Cl)cc2)CC1`?
CendR NRP1 mod: 9.9; Neddyl block: inactive; Rin1 Abl inh: -1.1; MLLE-PAM2 inh: -2.8; bovine MsrA act: 0.7; E coli Lon inh: -6.2; SKN-1 inh: 0.7; FAS TE block: -7.4; MT1-MMP act inh: 6.2

What do the screens show for `O=C(C[C@H]1C/C=C\CCC(=O)O[C@@H](c2ccccc2)CNC1=O)NCCO`?
CendR NRP1 mod: -5.4; Neddyl block: inactive; Rin1 Abl inh: 4.0; MLLE-PAM2 inh: 10.4; bovine MsrA act: -12.3; E coli Lon inh: -9.4; SKN-1 inh: -9.2; FAS TE block: -1.2

How did COc1ccc(Cl)cc1NC(=O)C/C(C)=N/NC(=O)c1ccc(O)cc1 do in these assays?
CendR NRP1 mod: -0.7; Neddyl block: inactive; Rin1 Abl inh: -2.8; MLLE-PAM2 inh: -12.3; bovine MsrA act: -3.2; E coli Lon inh: 1.0; SKN-1 inh: 13.6; FAS TE block: -1.2; MT1-MMP act inh: -2.1

Results for Cc1cc(C(=O)NCC(=O)Nc2c(C)cccc2C)c2ccccc2n1 ?
CendR NRP1 mod: 19.2; Neddyl block: inactive; Rin1 Abl inh: 7.0; MLLE-PAM2 inh: -3.9; bovine MsrA act: -4.1; E coli Lon inh: 0.8; SKN-1 inh: -2.1; FAS TE block: -8.3; MT1-MMP act inh: 2.2

How did Cc1ccc(-c2nnc3n2CCCCC3)cc1 do in these assays?
CendR NRP1 mod: 0.3; Neddyl block: inactive; Rin1 Abl inh: -1.1; MLLE-PAM2 inh: 2.7; bovine MsrA act: -3.4; E coli Lon inh: -1.4; SKN-1 inh: -8.8; FAS TE block: -2.3; MT1-MMP act inh: -0.6

Results for CC(C)C(=O)N1CCN(c2ccccc2NC(=O)c2cccc3ccccc23)CC1 ?
CendR NRP1 mod: -1.7; Neddyl block: inactive; Rin1 Abl inh: -3.0; MLLE-PAM2 inh: -0.9; bovine MsrA act: -2.7; E coli Lon inh: 0.6; SKN-1 inh: 2.8; FAS TE block: 12.2; MT1-MMP act inh: -2.9

How did O=c1cc(N2CCc3ccccc3C2)[nH]c(=O)n1-c1ccccc1Cl do in these assays?
CendR NRP1 mod: 3.9; Neddyl block: inactive; Rin1 Abl inh: 0.6; MLLE-PAM2 inh: 2.9; bovine MsrA act: 0.2; E coli Lon inh: -12.4; SKN-1 inh: 24.7; FAS TE block: -5.7; MT1-MMP act inh: -4.7

How did CC(=O)c1ccccc1Oc1ncnc(N)c1[N+](=O)[O-] do in these assays?
CendR NRP1 mod: 10.1; Neddyl block: inactive; Rin1 Abl inh: 0.9; MLLE-PAM2 inh: 0.9; bovine MsrA act: -5.8; E coli Lon inh: 4.1; SKN-1 inh: 12.5; FAS TE block: -5.8; MT1-MMP act inh: 2.1

How did COc1ccc(C(CC(=O)NCCN2CCOCC2)NS(=O)(=O)c2ccc(C)cc2)cc1 (centres undefined) do in these assays?
CendR NRP1 mod: 1.2; Neddyl block: inactive; Rin1 Abl inh: -0.1; MLLE-PAM2 inh: 4.4; bovine MsrA act: -6.6; E coli Lon inh: 2.3; SKN-1 inh: -7.2; FAS TE block: -7.1; MT1-MMP act inh: -1.5

Results for CN(C(=O)c1cccc(C#N)c1)c1nnc(C2CCOC2)s1 (centres undefined) ?
CendR NRP1 mod: 9.6; Neddyl block: inactive; Rin1 Abl inh: -1.9; MLLE-PAM2 inh: -13.5; bovine MsrA act: -1.3; E coli Lon inh: -9.8; SKN-1 inh: 14.6; FAS TE block: -5.8; MT1-MMP act inh: 3.2
